GPR151 ag: activates the human receptor GPR151; Q8TDV0; PathHunter beta-arrestin GPR151 cells, luminescence; 650,000 compounds, 1% hits; activation, % at 11.2 µM; AID 1508602; in the data active = activation above about 4.9%;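 also: 0% = median of compound wells and 100% = cells with positive control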
Target sequence (Q8TDV0 whole entry, looked up): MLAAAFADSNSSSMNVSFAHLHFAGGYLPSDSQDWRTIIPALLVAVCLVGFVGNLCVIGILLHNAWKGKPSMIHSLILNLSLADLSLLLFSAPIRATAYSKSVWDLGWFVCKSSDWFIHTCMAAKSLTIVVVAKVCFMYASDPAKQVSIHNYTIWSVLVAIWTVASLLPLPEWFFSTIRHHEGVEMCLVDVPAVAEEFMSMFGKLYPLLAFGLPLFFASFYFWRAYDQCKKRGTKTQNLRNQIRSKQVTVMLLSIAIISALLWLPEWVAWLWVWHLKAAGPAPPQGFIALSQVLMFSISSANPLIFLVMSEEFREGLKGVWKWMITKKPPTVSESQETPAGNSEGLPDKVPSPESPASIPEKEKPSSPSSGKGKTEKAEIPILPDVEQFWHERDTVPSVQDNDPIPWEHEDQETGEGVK
MITF primary: human MITF inhibition, primary screen | O75030 | AlphaScreen MITF homodimerization, bead proximity signal | inhibition, % at 2.6 µM | 650,000 compounds, 0.91% hits; in the data active = inhibition above about 50%;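 also: 0% = vehicle wells with protein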
Target sequence (O75030 whole entry, looked up): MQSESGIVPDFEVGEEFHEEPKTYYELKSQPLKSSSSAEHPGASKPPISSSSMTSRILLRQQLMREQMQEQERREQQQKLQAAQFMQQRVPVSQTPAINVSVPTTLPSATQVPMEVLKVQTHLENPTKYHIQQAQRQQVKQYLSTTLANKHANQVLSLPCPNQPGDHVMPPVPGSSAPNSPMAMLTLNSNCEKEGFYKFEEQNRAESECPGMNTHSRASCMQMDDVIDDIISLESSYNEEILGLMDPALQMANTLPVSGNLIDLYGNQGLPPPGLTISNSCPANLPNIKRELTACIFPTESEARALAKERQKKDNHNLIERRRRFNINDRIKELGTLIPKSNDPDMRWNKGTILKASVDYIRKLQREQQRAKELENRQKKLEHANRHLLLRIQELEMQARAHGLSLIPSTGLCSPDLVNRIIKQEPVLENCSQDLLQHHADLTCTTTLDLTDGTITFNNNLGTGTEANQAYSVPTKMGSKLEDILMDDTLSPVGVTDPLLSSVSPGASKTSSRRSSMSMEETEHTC
FBW7 activator: human FBW7 E3 ligase activation, primary screen | 650,000 compounds, 0.13% hits | normalized activity (activation), % at 26.1 µM | Q969H0 | AlphaScreen FBW7–phospho-cyclin E peptide binding, activator screen; in the data active = normalized activity above about 1.9%;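 also: purified mutant Fbw7 with reduced substrate affinity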
TEAD-YAP inh: TEAD-YAP interaction inhibition; HEK-TIYL cells, TEAD-Gal4/YAP UAS-luciferase luminescence; inhibition, % at 9.12 µM; 640,000 compounds, 1.4% hits; in the data active = inhibition above about 32%;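 also: 0% = median of test compound wells and 100% = reference inhibitor wells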
Active calls of the source: *.

SMILES	GPR151 ag	MITF primary	FBW7 activator	TEAD-YAP inh
Cc1cccc(C)c1OCC(=O)Nc1ccc([N+](=O)[O-])cc1	-0.4	5	-0.1	4
CC(=O)Nc1ccc(Nc2nc(Nc3cnccn3)nc3c2ncn3-c2ccccc2)cc1	1.2	1	2.1*	49*
O=C(c1ccccc1Cl)N1CCOC(c2ccccc2)C1 (stereo not given)	-1.3	13	0.2	-9
Cc1ccc(O)c(C(=O)c2cnn(C(=O)c3cccc(S(=O)(=O)N4CCCC4)c3)c2)c1	2.3	-2	-0.1	13
CNC(=O)c1c(NC(=O)C(c2ccccc2)c2ccccc2)sc(C)c1C	-1.4	11	0.8	3
Cc1cccnc1C(NC(=O)C1CCN(C(=O)OC(C)C)CC1)c1cccs1 (stereo not given)	0.5	-3	0.0	7
Cc1ccccc1C1(CC(=O)N(C)CC(C)C)CC(=O)N(CCN(C)C)C1=O (stereo not given)	-0.6	-10	0.2	-9
O=C(NCCc1ccccn1)C1CC12CCN(C(=O)c1csc3c1CCCC3)CC2 (stereo not given)	1.0	13	0.1	0
CCOC(=O)/C(C#N)=C/c1ccc(-c2cccc(C(=O)O)c2)o1	0.2	13	0.1	-71
CC(C)NC(=O)N(Cc1ccco1)C1CCN(Cc2ccccc2S(C)(=O)=O)CC1	2.4	-4	0.0	-2
NC(=O)C1CCN(C(=O)CCCOc2ccccc2)CC1	-0.5	-9	-0.3	-36
COCC(=O)N1CCC(Oc2cccc(C(=O)NCc3ccccn3)c2)CC1	-0.7	9	0.1	9
Cc1ccc(-c2noc(C3CCN(S(=O)(=O)c4ccc(Cl)cc4)CC3)n2)cc1	0.0	1	0.0	5
CC(C)=CC(=O)N1CCC(N2CCC(C(=O)NCC3CCCO3)CC2)CC1 (stereo not given)	-1.5	8	0.1	-1
Cc1ccc2nc(C)c(C(=O)N3CCC3)n2c1	0.3	-15	0.0	7
CSc1ccc(/C=C2\N=C(c3ccccc3Br)OC2=O)cc1	-1.3	-6	0.3	13
COC(=O)CSC1=C(C#N)C(c2ccc(OC)c(OCc3ccccc3)c2)CC(=O)N1 (stereo not given)	1.6	-4	-0.1	1
CN1C(=O)[C@H]2CN(Cc3nc(-c4ccc(F)cc4)cs3)CCN2C(=O)[C@@H]1Cc1ccccc1	0.8	-18	-0.1	-28
COc1ccccc1Cn1c(=O)c2cccnc2n(CC(=O)Nc2cc(C)ccc2C)c1=O	0.9	-15	-0.1	2
COc1ccc(CSc2nnc(-c3ccccc3)n2N)cc1	1.2	-9	-0.2	-8
CCN1CCN(C(=O)c2cc3c(=O)[nH]c4ccc(C)cc4c3s2)CC1	1.0	18	0.0	37*
CCOCCCNC(=O)c1cnn2c(C)c(Cc3cc(C)ccc3C)c(C)nc12	1.9	3	0.1	5
COC(CNC(=O)C(=O)NCC1OCCN1S(=O)(=O)c1ccc(C)cc1)OC (stereo not given)	-0.1	-12	0.0	8
CCCOc1ccc(C(O)CCNC(CC(=O)O)c2ccccc2)cc1 (stereo not given)	0.4	4	-0.2	-4
NC(=O)c1ccccc1NC(=O)CN1CCC(Cc2ccccc2)CC1	-0.8	-8	0.0	5
O=C(O)c1ccc(NC(=O)c2ccc3c(c2)C(=O)N(CC2CCCO2)C3=O)cc1 (stereo not given)	0.4	17	0.3	6
COc1cc2c(C#N)c(N(CCO)CCO)nc(N)c2c(N)n1	1.9	6	0.3	-1
COc1cc2nc(Nc3ccc(OC(F)(F)F)cc3)nc(NCc3cccc(C(F)(F)F)c3)c2cc1OC	-0.7	3	0.2	21
CC(=O)Nc1ccc(N2CCN(C(=O)c3cccs3)CC2)cc1	-1.2	23	0.4	-9
Cc1cccc(NC(=O)c2nnn(Cc3ccc(C(C)C)cc3)c2N)c1	1.7	-6	0.1	4

Arranged by SMILES length (ascending): some entries from above
SMILES	GPR151 ag	MITF primary	FBW7 activator	TEAD-YAP inh
COc1ccc(CSc2nnc(-c3ccccc3)n2N)cc1	1.2	-9	-0.2	-8
COCC(=O)N1CCC(Oc2cccc(C(=O)NCc3ccccn3)c2)CC1	-0.7	9	0.1	9
CNC(=O)c1c(NC(=O)C(c2ccccc2)c2ccccc2)sc(C)c1C	-1.4	11	0.8	3
CCN1CCN(C(=O)c2cc3c(=O)[nH]c4ccc(C)cc4c3s2)CC1	1.0	18	0.0	37*
Cc1ccccc1C1(CC(=O)N(C)CC(C)C)CC(=O)N(CCN(C)C)C1=O (stereo not given)	-0.6	-10	0.2	-9
CC(=O)Nc1ccc(Nc2nc(Nc3cnccn3)nc3c2ncn3-c2ccccc2)cc1	1.2	1	2.1*	49*

Continuation:
SMILES	GPR151 ag	MITF primary	FBW7 activator	TEAD-YAP inh
O=c1oc2c(Br)cc([N+](=O)[O-])cc2cc1-c1nc2ccccc2[nH]1	-1.1	9	0.1	1
COc1cc([N+](=O)[O-])cc(/C=N/NC(=O)COc2ccc(C)c(C)c2)c1O	-0.7	-12	-0.1	-1
COc1ccc(CCNc2cc(C)nc(NC3CCN(Cc4ccccc4)CC3)n2)cc1	-0.5	4	0.2	18
CCN(CC(=O)Nc1ccc2c(c1)OCCO2)Cc1cc(=O)oc2c(C)c(C)ccc12	0.6	0	0.0	-8
O=C(CN1CCOCC1)Nc1ccccc1Oc1ccccc1	-0.5	9	0.1	-20
COc1ccc(C2C3C(=O)N(c4ccc(Cl)cc4)C(=O)C3ON2c2ccccc2)cc1 (stereo not given)	-1.7	-13	0.9	-13
CN(C)c1ccc(NC(=O)CCCc2ccccc2)cc1	-1.2	8	-0.1	-39
O=C(NCc1cccnc1)c1cccc(N2CCN(c3ccccn3)CC2)n1	0.7	-1	0.1	4
Cc1ccc2c(C(=O)CCl)c[nH]c2c1	-0.3	6	0.0	17
COC(=O)Nc1ccc(S(=O)(=O)N2CCCC(C(=O)NCC3CCCO3)C2)cc1 (stereo not given)	-1.6	14	0.4	11
CCOC(=O)c1c(-c2ccc(Br)cc2)csc1NC(=O)CN1CCCC1	0.6	9	0.3	7
CN(CC(=O)O/N=C(\N)c1ccccn1)S(=O)(=O)c1ccc(Br)cc1	1.8	18	0.1	7
O=C(NCCN1CCOCC1)c1csc(Nc2cnccn2)n1	-1.1	-7	0.0	-11
CCOC(=O)C1=C(C)Nc2ncnn2C1c1ccc(OCc2ccccc2)c(OC)c1 (stereo not given)	-1.3	-14	0.9	3
Cc1ccc(NC(=O)c2ccccc2Br)c([N+](=O)[O-])c1	-0.8	1	0.0	-3
CN(C)C(=O)COc1cccc(Nc2ccc(-c3ccncc3)cn2)c1	1.9	16	-0.4	-12
CSc1cccc(NC(=O)C2C3C=CC4(O3)C2C(=O)N(C2CCCCC2)C4C(=O)NC2CCCCC2)c1 (stereo not given)	-0.7	3	0.1	3
Cc1cc(Cl)ccc1OCC(O)CN1CCC(C)CC1 (stereo not given)	-0.4	-10	0.1	5
CCOC(=O)c1ccc(OCCCN2CCCCCC2)cc1	0.5	17	-0.5	6
COC(=O)Cc1nc(N2CCC(C)CC2)c2c3c(sc2n1)CCCC3	0.9	15	0.1	-12
CS(=O)(=O)N(Cc1ccccc1Cl)c1ccc(C(=O)N2CCc3ccccc3C2)cc1	0.2	0	0.0	5
O=C1NN(c2cccc(C(F)(F)F)c2)C(=O)/C1=C\c1cccs1	1.5	7	0.0	2
COC(=O)[C@H]1CCc2ccccc2N1C(=O)Cc1ccc(Cl)cc1	2.2	2	-0.1	-11
Cc1ccc(OCC(=O)Nc2ncc(Cc3ccccc3Cl)s2)cc1	3.6	6	0.5	-13
CCN(c1cccc(C)c1)S(=O)(=O)c1ccc2c(c1)SC(C)CN2C(C)=O (stereo not given)	-1.0	16	0.3	17
Cc1ccc(C(=O)CCC(=O)OCC(=O)Nc2ccccc2C#N)cc1	-1.2	8	0.1	13
COc1ccc2cc(-c3csc(C)n3)c(=O)oc2c1	-7.5	-1	0.4	8
CCc1nnc(NC(=O)CSc2nc3cccnc3n2Cc2ccccc2)s1	3.7	7	0.1	3
CCOC(=O)c1csc(NC(=O)c2ccccc2Br)n1	-1.1	29	0.6	-10
O=C(NCCCn1ccnc1)c1ccc(C2SCCS2)cc1	0.8	12	-0.1	1
CCNC(=S)NS(=O)(=O)c1ccccc1	3.2	-15	0.1	2
Cc1ccc(/C=c2\sc3nc(-c4ccc(F)cc4)nn3c2=O)o1	0.9	8	0.0	-12
CCOc1c(Cl)cc(CNCCCN2CCOCC2)cc1Cl	-0.5	-12	-0.2	2
COc1cc(-c2ncnn2-c2sc3c(c2C#N)CCCCC3)ccc1OCc1ccccc1	-0.9	-2	-0.3	-5
CSc1nc2c(c(-c3ccc(C)o3)c1C#N)CCCC2	1.4	3	-0.2	4
CCN(CC)c1ccc(Nc2nc(C)nc3sc4c(c23)CCC4)c(C)c1	-1.2	6	-0.1	10
CN1CCN(CC(O)COCc2ccc(Cl)cc2)CC1 (stereo not given)	0.8	31	-0.1	-1
O=S(=O)(NCc1nc2ccccc2[nH]1)c1ccc(Cl)c(Cl)c1	0.2	2	-0.1	-2
CCOc1ccc(NC(=O)CN2C(=O)C3(OCCCO3)c3ccccc32)cc1	2.8	-3	0.0	15
COc1cccc(S(=O)(=O)NCC(=O)N2CCCCC2C)c1 (stereo not given)	3.2	0	-0.1	2
COc1ccc(-c2nc(NC(C)=O)sc2C)cc1OC	6.0*	12	0.4	12
CC(C)(C)SCCNC(=O)CN(c1ccccc1Cl)S(C)(=O)=O	1.4	2	-0.2	-2
Cc1ccc2oc(-c3cccc(NC(=O)c4ccc(C)c([N+](=O)[O-])c4)c3)nc2c1	3.3	9	0.0	-1
CC(C)CC(=O)N1CCC(C2(Cc3ccc(F)cc3)NC(=O)N(CC3CC3)C2=O)CC1 (stereo not given)	0.5	6	0.4	-1
COc1cc(CNC(=O)CC2C(=O)NCCN2CC2CCCCC2)cc(OC)c1 (stereo not given)	0.5	7	0.1	-6
CCc1ccc(NS(=O)(=O)c2cnc[nH]2)cc1	0.4	8	-0.1	-2
Cc1ccc(N2C(=O)c3ccc(Oc4ccc(NC(=O)CCS(=O)(=O)c5ccc(Br)cc5)cc4)cc3C2=O)cc1	-1.4	-7	0.1	-7
Cc1ccc(NC(=O)CSc2nnc(N)s2)cc1Cl	-1.5	16	0.3	2
COc1ccc(Cl)cc1NCn1nnc2ccccc21	2.7	5	0.0	0
COc1cc(-c2nc3cnccn3c2NCc2ccccc2)ccc1O	0.7	-1	-0.1	-7
Other compounds follow.
SMILES	GPR151 ag	MITF primary	FBW7 activator	TEAD-YAP inh
Cc1[nH]c2ccccc2c1C1CC(=O)NC1=O (stereo not given)	0.5	-9	0.0	1
O=C(COc1cccc2ccccc12)Nc1nc2ccccc2s1	-0.4	-7	-0.2	1
COCCCN1C(=O)c2ccc(C(=O)OCC(=O)c3ccc([N+](=O)[O-])cc3)cc2C1=O	-1.6	-13	0.2	4
O=C(C1CCN(C2CCN(Cc3ccccc3O)CC2)CC1)N1CCOCC1	-3.0	5	-0.1	-7
CC1(C)CC(=O)C2=C(C1)N1CCCCC1CC2=O (stereo not given)	-1.3	20	0.3	6
CC(=O)Nc1ccccc1NC(=O)Cc1ccc([N+](=O)[O-])cc1	2.0	7	0.1	5
COC(=O)C1=C(C)N(C)C(C)=C(C(=O)OC)C1c1cccc(OCc2ccccc2)c1	-0.2	-16	0.0	1
COC(=O)c1nnn(CC(=O)Nc2ccc(C)c(F)c2)c1C(=O)OC	-0.3	6	0.1	4
Cc1coc2c(I)c3oc(=O)cc(C)c3cc12	0.1	17	0.1	12
O=C(O)C1CCCCN1S(=O)(=O)c1ccc(Cl)s1 (stereo not given)	0.4	13	0.2	1
Cc1ccc(OCC(=O)NNC(=S)NCc2ccccc2)cc1	0.4	-17	-0.1	-9
O=C(Nc1cc(C(F)(F)F)ccc1N1CCOCC1)c1cc(=O)[nH]c2ccccc12	-1.7	12	0.4	-5
Cc1cc(-c2cnc(C)nc2C2CCN(C(=O)Cn3cnc4ccccc43)CC2)on1	1.0	4	0.0	-6
Cc1ccc(NC(=O)CSCC(=O)Nc2ccccc2F)cc1C	0.0	4	0.8	4
COC(=O)C(C)n1cnc2c(cnn2-c2ccccc2)c1=O (stereo not given)	-1.2	1	-0.1	-19
CCOCCCNC(=O)c1ccc2c(c1)nc(C)n2-c1cccc(Cl)c1	0.4	-2	-0.2	-14

Another view of some results above:
Results follow in this order: GPR151 ag	MITF primary	FBW7 activator	TEAD-YAP inh
COC(=O)C(C)n1cnc2c(cnn2-c2ccccc2)c1=O (stereo not given)
 : -1.2	1	-0.1	-19
O=C(Nc1cc(C(F)(F)F)ccc1N1CCOCC1)c1cc(=O)[nH]c2ccccc12
 : -1.7	12	0.4	-5
Cc1ccc(OCC(=O)NNC(=S)NCc2ccccc2)cc1
 : 0.4	-17	-0.1	-9

Bioassay records as filed in PubChem BioAssay.
